Source: PubChem BioAssay (National Center for Advancing Translational Sciences (NCATS))
NPC1 promoter act: NPC1 promoter activation. Huh7 NPC1 promoter luciferase reporter, 24 h. Potency, µM (titrated, usually from 9.22 µM), for the others: top-dose activation, actives largely listed as activators. 320,000 compounds, 2.4% hits;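 further: potency means the concentration at half of the fitted maximal effect; % of control where 0% means no effect; nearly all actives have a fitted effect of over 60% in size; reporter is driven by a mutant NPC1 promoter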
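Luciferase expression driven by the NPC1 promoter was measured in stably transfected Huh7 cells after a 24 h compound incubation, using a luciferase reagent and a luminescence read.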
Gal4-VP16 FLuc: inhibits Gal4-VP16 luciferase reporter, ROR gamma counter-screen | Drosophila S2 Gal4-VP16 UAS-luciferase, luminescence, 20 h | Potency, µM (doses to about 53.6 µM), for inactives: at the top dose activity, negative = inhibition, actives largely listed as inhibitors | 310,000 compounds, 3.5% hits;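 further: Gal4-VP16 expression switched on by copper sulfate through the metallothionein promoter; potency means the concentration at half of the fitted maximal effect; on the % scale 0 is the no-effect control and ±100 the full control effect; nearly all actives have a fitted effect of over 50% in size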
Menin-MLL TR inh: menin-MLL binding inhibition, Texas Red mutant peptide. O00255. Menin + Texas Red MLL mutant peptide, fluorescence polarization. Potency, µM (highest dose often 61.6 µM), for the others: top-dose FP activity change, negative = inhibition, hits mostly inhibitors. 270,000 compounds, 0.23% hits; active means well fitted inhibition curve with a large enough effect in the polarisation, with a control signal flat, not every such curve was filed as active; inconclusive means small, poorly fitted or top-dose-only effect, or effect the other way, or a change in a side signal; inactive means no such curve, though single readings can be large or run the other way; the % refers to the polarisation; further: potency means the concentration at half of the fitted maximal effect; % of control where 0% means no effect; many of its hits are not listed in these tables
Mito fusion act: inhibitors of mitochondrial division or activators of mitochondrial fusion | S. cerevisiae fusion-defective mutant growth rescue, CellTiterGlo 48 h | Potency, µM (top dose mostly 46.1 µM), for inactives: top-dose growth rescue (activation), actives largely listed as activators | 320,000 compounds, 0.23% hits | AID 485298;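 further: potency means the concentration at half of the fitted maximal effect; % of control where 0% means no effect; nearly all actives have a fitted effect of over 45% in size; temperature-sensitive fusion mutants such as fzo1-1 at 37 °C on non-fermentable ethanol glycerol medium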
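Compounds are tested for their ability to restore growth of mitochondrial fusion-defective yeast strains at non-permissive 37C in YPEG medium over 48 hours. Viability is quantified by luciferase luminescence.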
FLuc counter: inhibits or activates purified firefly luciferase, miR-21 counter-screen; P08659; purified FLuc, Km substrates, luminescence inhibition; Potency, µM (titrated, usually from 57.5 µM), without a hit: at the highest dose activity change, negative = inhibition, actives largely listed as inhibitors; 360,000 compounds, 6.9% hits; AID 588342;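 further: potency means the concentration at half of the fitted maximal effect; plate controls were vehicle for no effect and reference inhibitor for full effect; nearly all actives have a fitted effect of over 55% in size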
Target sequence (P08659 whole entry, looked up): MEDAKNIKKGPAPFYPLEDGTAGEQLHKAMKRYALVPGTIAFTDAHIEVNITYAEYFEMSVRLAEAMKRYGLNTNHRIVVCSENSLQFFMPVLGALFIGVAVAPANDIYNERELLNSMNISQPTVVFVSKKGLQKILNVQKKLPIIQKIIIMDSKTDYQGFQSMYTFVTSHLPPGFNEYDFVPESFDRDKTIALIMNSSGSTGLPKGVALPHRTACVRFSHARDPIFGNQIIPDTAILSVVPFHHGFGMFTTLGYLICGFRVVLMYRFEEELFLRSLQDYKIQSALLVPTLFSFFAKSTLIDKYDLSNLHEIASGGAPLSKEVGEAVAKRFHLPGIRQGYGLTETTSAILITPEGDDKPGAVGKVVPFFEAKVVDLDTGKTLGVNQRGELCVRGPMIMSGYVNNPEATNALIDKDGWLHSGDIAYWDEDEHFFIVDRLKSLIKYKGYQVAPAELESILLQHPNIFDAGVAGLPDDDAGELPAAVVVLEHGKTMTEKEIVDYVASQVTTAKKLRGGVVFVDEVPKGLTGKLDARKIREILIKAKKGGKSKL
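Purified P. pyralis luciferase (10nM final) with 10uM D-luciferin and 10uM ATP (Km levels) in 50mM Tris acetate pH 7.5, 10mM Mg acetate, 0.01% Tween-20, 0.05% BSA; qHTS 6-point titration, ~60 µM downward; luminescence read.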
Rab9 prom act: activators of Rab9 promoter. 320,000 compounds, 2.8% hits. Potency, µM (top dose mostly 9.22 µM), for the others: at the top dose activation, negative = inhibition, usual class: activators. Huh7 Rab9 promoter-luciferase reporter, luminescence, 24 h; further: potency means the concentration at half of the fitted maximal effect; % of control where 0% means no effect; nearly all actives have a fitted effect of over 60% in size
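Luciferase signal after 10 min detection reagent at ambient indicates Rab9 promoter upregulation; stably transfected Huh7 cells were treated 24 h with compound in DMSO at 37 °C, 5% CO2.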
RORg inh: blocks mouse ROR gamma transcriptional activity; Drosophila S2 Gal4-RORgamma UAS-luciferase reporter, 20 h; 310,000 compounds, 5.4% hits; Potency, µM (titrated, usually from 53.6 µM), without a hit: top-dose activity change, negative = inhibition, usual class: inhibitors; P51450; further: potency means the concentration at half of the fitted maximal effect; on the % scale 0 is the no-effect control and ±100 the full control effect; nearly all actives have a fitted effect of over 60% in size
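Drosophila S2 cells stably expressing Gal4-DBD/mouse RORγ fusion under metallothionein promoter plus UAS-luciferase; compound 1 h, then 700 uM CuSO4 induction for 20 h at ambient temperature; inhibition read as reduced luminescence.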
ELG1 DNA repair: blocks ELG1-dependent DNA repair in HEK293T cells. HEK293T ELG1-luciferase reporter, luminescence, 16 h; DNA damage induced by 5-fluorouridine. Potency, µM (doses to about 46.1 µM), for inactives: top-dose activity change, negative = inhibition, hits mostly inhibitors. 330,000 compounds, 2.3% hits. AID 504467; further: potency means the concentration at half of the fitted maximal effect; on the % scale 0 is the no-effect control and ±100 the full control effect; nearly all actives have a fitted effect of over 55% in size
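5-Fluorouridine DNA damage + compound/DMSO, 2,000 cells/well, 16 h, 37 °C/5% CO2. ONE-Glo, 30 min RT, luminescence. Readout = decrease in reporter signal.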
KCNH2 3.1 block: inhibitors of human KCNH2 3.1 potassium channel isoform. U2OS KCNH2 3.1, thallium flux FluxOr; hits give low values. activity change, % (tested at about 1.8 µM). 340,000 compounds, 0.95% hits. AID 720553;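 active means maximum activity change below -70%; inconclusive means maximum activity change from -70% to -50%; inactive means maximum activity change above -50%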;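 further: thallium influx rate constant from kinetic fluorescence after stimulation buffer; on the % scale 0 is the no-effect control and ±100 the full control effect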
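Virally transduced U2OS (3.1 isoform, 4 h infection in dark at RT) → overnight 37 C → FluxOr + Red40 in HBSS/HEPES, 45 min → stimulation buffer, 2 min kinetic read → rate constant vs DMSO controls.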
PKM2 act: PKM2 (human) enzyme activation. P14618. purified PKM2, Kinase-Glo ATP luminescence, activation; response scale: 0% is enzyme alone, no compound. Potency, µM (highest dose often 57.5 µM), for the others: at the highest dose activation, most hits filed as activators. 260,000 compounds, 0.34% hits; further: potency means the concentration at half of the fitted maximal effect; on the % scale 0 is the no-effect control and ±100 the full control effect; nearly all actives have a fitted effect of over 55% in size
Target sequence (P14618 whole entry, looked up): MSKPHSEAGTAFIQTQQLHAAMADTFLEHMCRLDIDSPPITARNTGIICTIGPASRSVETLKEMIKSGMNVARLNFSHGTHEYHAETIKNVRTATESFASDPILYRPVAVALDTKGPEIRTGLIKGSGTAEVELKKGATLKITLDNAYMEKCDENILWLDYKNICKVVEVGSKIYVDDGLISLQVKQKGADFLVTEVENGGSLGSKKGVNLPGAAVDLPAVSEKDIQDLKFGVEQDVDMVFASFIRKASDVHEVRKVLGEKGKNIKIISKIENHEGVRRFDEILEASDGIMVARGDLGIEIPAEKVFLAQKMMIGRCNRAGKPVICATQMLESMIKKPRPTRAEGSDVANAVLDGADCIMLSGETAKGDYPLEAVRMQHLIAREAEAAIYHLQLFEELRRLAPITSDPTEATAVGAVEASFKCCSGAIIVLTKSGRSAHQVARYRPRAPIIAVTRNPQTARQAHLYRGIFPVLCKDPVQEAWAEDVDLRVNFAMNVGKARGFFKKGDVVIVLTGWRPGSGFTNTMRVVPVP
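Purified hPK-M2 (>95% pure) converted ADP (0.1 mM final) to ATP with 0.5 mM PEP in 50 mM imidazole pH7.2, KCl, MgCl2, Tween 20, BSA; 1 h at room temperature. ATP detected by Kinase-Glo luminescence.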
MBNL1-CUG inh: MBNL1-poly(CUG) RNA binding inhibition | TR-FRET MBNL1-His/biotin-(CUG)12 binding, 665/545 ratio | 280,000 compounds, 0.036% hits | Potency, µM (titrated, usually from 57.5 µM), inactives show top-dose activity change, negative = inhibition, usual class: inhibitors; active means well fitted inhibition curve with a large enough effect in the signal ratio, with a control signal flat, not every such curve was filed as active; inconclusive means small, poorly fitted or top-dose-only effect, or effect the other way, or a change in a side signal; inactive means no such curve, though single readings can be large or run the other way; the % refers to the signal ratio; further: potency means the concentration at half of the fitted maximal effect; on the % scale 0 is the no-effect control and ±100 the full control effect
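Compound titration spanned 92 nM–58 uM against the MBNL1-His/biotin-(CUG)12 complex. After 60 min at room temperature with 5 nM streptavidin-XL665 and 0.055 ng/ul terbium anti-His, ratiometric 665/545 nm emission (Ex 340 nm) normalized to controls.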
Starred values were filed as active, the others as inactive; ? = inconclusive; · = not tested or not shown; [ ] = dose if it differs, or a comment. Unless noted, the call rests on the fitted dose curve; in most records, active means well fitted curve in the direction sought with a large enough effect; inconclusive means small, poorly fitted or top-dose-only effect, or another doubt; inactive means no such curve, though single readings can be large; an effect the other way counts as inactive or inconclusive. Some of the compounds tested. The share of hits here may be higher or lower than overall.

Below each compound: Gal4-VP16 FLuc	PKM2 act	RORg inh	ELG1 DNA repair	NPC1 promoter act	Rab9 prom act	MBNL1-CUG inh	Menin-MLL TR inh	FLuc counter	KCNH2 3.1 block	Mito fusion act
O=C(CCCNC(=O)/C(=C/c1ccc(F)cc1)NC(=O)c1ccccc1)OCc1ccccc1
    -3%	4%	-4%	?	0%	-1%	12%	?	-1%	-1	-5%
O=C(OCCOc1ccc(F)cc1)c1ccc(S(=O)(=O)N2CCCC2)cc1
    ·	·	·	-2%	0%	1%	·	·	·	16	14%
CCN(CC(=O)Nc1c(F)cccc1F)C(=O)C1CC(=O)N(c2ccccc2OC)C1 (stereo unspecified)
    ?	-2%	6%	6%	9%	6%	-4%	·	-3%	9	4%
O=C(NCc1ccccc1)C(=O)NCC1OCCCN1S(=O)(=O)c1cccs1 (stereo unspecified)
    9%	-3%	1%	-4%	-1%	?	0%	·	2%	2	-1%
COc1cc(-c2c(C#N)c(N)nc(SCc3ccncc3)c2C#N)cc(OC)c1OC
    -6%	0%	-15%	11µM*	0%	-7%	0%	10%	0%	-3	8%
CN(Cc1cccc(F)c1)C(=O)c1cc(=O)[nH]c2ccccc12
    -6%	-1%	0%	15%	0%	0%	-3%	2%	0%	-3	-4%
CC(C)(C)OC(=O)N/N=C\c1ccc(OC(=O)c2cccs2)cc1
    -2%	2%	-9%	?	30%	26%	-5%	10%	-4%	-7	-1%
COc1ccc(-c2nn(-c3ccccc3)cc2C(=O)NC2CCCCC2C)cc1 (stereo unspecified)
    ·	·	·	3%	-5%	-2%	·	·	2%	-11	7%
COc1ccc(-n2c(NC(=O)c3ccc(Br)o3)c(C#N)c3nc4ccccc4nc32)cc1
    ?	?	-6%	-13%	-6%	-6%	35%[activator]	?	3%	·	7%
CCO[C@H]1OC(C(=O)NC2CC2)=C[C@@H](c2coc3ccccc3c2=O)[C@@H]1CCCO
    -19%	1%	15%	4%	-4%	-4%	6%	-14%	2%	·	3%
COC(=O)N/N=C(\C)c1cccc(C(F)(F)F)c1
    -4%	1%	11%	0%	11%	20%	·	-10%	-15%	6	3%
CC1CC(=O)c2cnc(N)nc2C1 (stereo unspecified)
    -4%	-3%	2%	-12%	2%	0%	-11%	17%	-1%	-8	-2%
O=C(Nc1ccc(Oc2ccc(Cl)cc2)cc1)c1ncn[nH]1
    4%	-2%	15%	-1%	0%	4%	-3%	-21%	-3%	-28	0%
CC(C)c1onc(C(=O)N2CCN(c3ccccc3)CC2)c1[N+](=O)[O-]
    8%	-12%	22%	-11%	-2%	-3%	-5%	·	-2%	-8	3%
Cc1cc(OCCn2nc(C(=O)O)c3ccccc3c2=O)ccc1C(C)C
    -28%	1%	?	?	2%	1%	3%	15%	-7%	-3	7%
CC1CCCCN1CCNC(=O)CN1C(=O)COc2ccccc21 (stereo unspecified)
    1%	-2%	-10%	17%	0%	-2%	-10%	0%	-7%	7	-3%
CC(C)CCNC(=O)CCCC1=NS(=O)(=O)c2ccccc2N1
    -4%	-8%	21%	14%	0%	1%	6%[11.5 µM]	1%	0%	3	-7%
C[n+]1ccn(CC(=O)c2ccc(Br)cc2)c1
    -12%	-1%	-7%	-12%	-9%	0%	-1%[11.5 µM]	2%	6%	-9	3%
COc1ccc(C2c3c(ccc4ccccc34)Oc3ncn4nc(Cc5ccccc5)nc4c32)cc1OC (stereo unspecified)
    -6%	2%	-8%[10 µM]	?	-11%	-3%	·	-1%	1%	0	-2%
Cc1ccc(S(=O)(=O)N2CCN(C(=O)CCOc3cc(C)ccc3C)CC2)cc1
    ·	·	·	?	-7%	-6%	·	·	1%	-9	6%

2 of these compounds in a different format.
COC(=O)N/N=C(\C)c1cccc(C(F)(F)F)c1
  Gal4-VP16 FLuc = -4% | PKM2 act = 1% | RORg inh = 11% | ELG1 DNA repair = 0% | NPC1 promoter act = 11% | Rab9 prom act = 20% | MBNL1-CUG inh = · | Menin-MLL TR inh = -10% | FLuc counter = -15% | KCNH2 3.1 block = 6 | Mito fusion act = 3%
CC1CC(=O)c2cnc(N)nc2C1 (stereo unspecified)
  Gal4-VP16 FLuc = -4% | PKM2 act = -3% | RORg inh = 2% | ELG1 DNA repair = -12% | NPC1 promoter act = 2% | Rab9 prom act = 0% | MBNL1-CUG inh = -11% | Menin-MLL TR inh = 17% | FLuc counter = -1% | KCNH2 3.1 block = -8 | Mito fusion act = -2%

Continuation.
Below each compound: Gal4-VP16 FLuc	PKM2 act	RORg inh	ELG1 DNA repair	NPC1 promoter act	Rab9 prom act	MBNL1-CUG inh	Menin-MLL TR inh	FLuc counter	KCNH2 3.1 block	Mito fusion act
O=C1CN(C(=O)c2ccc(Br)o2)C(c2ccc(F)cc2)c2cc(F)ccc2N1 (stereo unspecified)
    -5%	1%	?	?	0%	0%	?	-3%	5%	-20	10%
CC(C)NC(=O)NC(=O)COC(=O)CCCSc1nc2ccccc2s1
    6.3µM*	9%	11µM*	11%	-1%	-6%	-6%	-1%	?	·	1%
CCc1cccc(NC(=O)c2cc(OC)c(OC)c(OC)c2)c1
    -7%	-14%	11%	-15%	-3%	-7%	3%	-2%	?	13	-5%
O=c1[nH]c(/C=C/c2ccc([N+](=O)[O-])cc2)c([N+](=O)[O-])c(=O)[nH]1
    -11%	-1%[11.5 µM]	-25%	-2%	-2%	14%	?	?	-12%	-3	5%
Cc1onc(-c2ccccc2)c1-c1ccnn1C(=O)NC(C)C
    -19%	1%	12%	-1%	-3%	-1%	·	·	7%	1	2%
Cc1cc(C)c(C)c(S(=O)(=O)NCc2ccc(C(=O)NCC3CCCO3)cc2)c1C (stereo unspecified)
    1%	-1%	3%	-4%	-1%	8%	-4%	·	0%	14	-2%
COc1ccccc1C(=O)N1C(CC(=O)Nc2ccc(C)c(C)c2)C(=O)NC2CCCCC21 (stereo unspecified)
    -3%	·	12%	?	-4%	-7%	-3%	·	3%	6	0%
CC(=O)[C@H]1[C@H](c2cccc(Cl)c2)C(C#N)(C#N)[C@@H]2c3ccccc3C=CN21
    -1%	4%	-10%	6%	4%	1%	-2%	4%	-2%	·	-1%
COc1ccc(CN(C)CC(=O)Nc2ccccc2C(F)(F)F)c(OC)c1
    8%	-6%	-7%	8%	0%	2%	-9%	-7%	-1%	-10	-2%
Cc1cccc(C)c1NC(=O)CNC(=O)c1ccc(COc2ccccc2)cc1
    ·	·	·	28%	-3%	-3%	·	·	4%	3	-6%
O=C(Nc1ccc(N2CCOCC2)cc1)C1(S(=O)(=O)c2ccccc2)CC1
    4%	0%	34%	16%	8%	4%	?	-10%	1%	11	-4%
CCCSCCCNC(=O)Cn1cc2c(n1)CCC(C)C2 (stereo unspecified)
    -8%	5%	30%	3%	0%	0%	-5%	5%	1%	4	-4%
CC(=O)Nc1ccc(S(=O)(=O)N2CCCN(c3nc(C)cc(C)c3C#N)CC2)cc1
    13%	-1%	-32%	4%	-4%	7%	1%	·	4%	0	4%
O=C(Oc1cccc(NC2=NS(=O)(=O)c3ccccc32)c1)c1ccncc1
    -4%	-1%	22%	?	2%	1%	2%	15%	27µM*	-7	-2%
COc1ccc(OC)c(NC(=O)c2ccc(NC3=NC4CS(=O)(=O)CC4S3)cc2)c1 (stereo unspecified)
    -4%	-2%	-36%	-13%	-5%	0%	-11%	12%	-1%	-21	-2%
CC(C)Oc1cccc(C(=O)NC(=S)Nc2ccc(N3CCN(C)CC3)cc2)c1
    ?	-5%	5.6µM*	11%	7%	-4%	-2%	·	?	-40	-9%
Cc1nc2ccccc2c(=O)n1/N=C/c1ccc(OC(F)F)cc1
    0%	·	10%	17%	-1%	-2%[1.84 µM]	0%	-25%	-2%	1	-3%
O=C(NCc1ccc2c(c1)OCO2)c1ccc(CS(=O)Cc2ccc(Cl)cc2)o1 (stereo unspecified)
    -2%	·	?	?	0%	-1%	10%	-20%	2%	-14	0%
COc1ccc(C=O)cc1Cn1c(C)cc(C)c(C#N)c1=O
    0%	5%	0%	9%	0%	-6%	3%	6%	-3%	13	4%
